# Source: PubChem BioAssay (The Scripps Research Institute Molecular Screening Center)
# CHO-K1 Ca PAM: M1 PAM counterscreen hit in parental CHO-K1 cells. ATP EC20, Fluo-8 calcium fluorescence; 0% at ATP EC20, 100% at ATP max. activation, % at 3 µM. hit rate 0.02% among 360,000. AID 602247;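 active means activation above the run cutoff, the mean activation of all test compounds plus 3 SD, cut at about 40% in these data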;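 further: peak over basal fluorescence ratio in a 140 s read after ATP addition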
# CHO parental Ca: counter-screen: ATP calcium response change in parental CHO cells | hit rate 0.63% among 330,000 | AID 463079 | parental CHO-K1, ATP-induced calcium, Fluo-8 fluorescence | inhibition, % at 5.6 µM;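 active means inhibition above that plate's mean sample inhibition plus 3 SD, cut at about 26% in these data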;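 further: 0% = ATP-challenged DMSO wells and 100% = DMSO wells without ATP; some compounds past the cut are filed as inactive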
#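 Test system: untransfected parental CHO cell line; also added: ATP stimulus; dosing: 5.6 µM, single dose; signal: calcium-sensitive Fluo-8 fluorescence; measure: percent inhibition of ATP-evoked calcium rise, normalized to controls; benchmarks: low control ATP plus DMSO, high control DMSO only; replication: one well per compound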
# CHO-K1 Ca antag: nonselective inhibitor or artifact in parental CHO-K1 cells | hit rate 0.6% among 360,000 | ATP-induced calcium, Fluo-8 fluorescence | inhibition, % at 3 µM;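 active means inhibition above a per-plate cutoff, the plate's mean sample inhibition plus 3 SD, cut at about 24% in these data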;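 further: 0% = DMSO plus EC80 ATP and 100% = DMSO alone without ATP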
# V1aR counter: V1a receptor agonism, counter-screen for OXTR agonists | CHO-V1R cells, Fluo-8 calcium fluorescence, agonist mode; 0% DMSO, 100% 3 nM vasopressin | hit rate 0.25% among 320,000 | activation, % at 3 µM;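 active means activation above the mean activation of all tested compounds plus 3 SD, per screening run, cut at about 20% in these data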;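 further: signal is peak over basal fluorescence ratio across a 100 second FLIPR read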
# CHRM1 agonist: human M1 muscarinic receptor agonism | P11229 | activation, % at 3 µM | hit rate 0.33% among 360,000 | CHO-K1 hM1, Fluo-8 calcium fluorescence, agonist mode; 0% DMSO, 100% acetylcholine EC100;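 active means activation above the run's mean compound activation plus 3 SD, cut at about 16% in these data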;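 further: peak over basal fluorescence ratio within a 140 s kinetic read after compound addition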
# TAAR1 antag: human TAAR1 antagonism | CHO RD-HGA16 TAAR1, Fluo-8 calcium fluorescence, antagonist | inhibition, % at 3 µM | hit rate 1.5% among 360,000 | AID 624466;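 active means inhibition above a per-plate cutoff, the mean inhibition of test compounds on that plate plus 3 SD, cut at about 49% in these data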;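 further: 0% = DMSO plus EC80 beta-PEA response and 100% = DMSO alone without agonist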
# Target sequence (Q96RJ0 whole entry, looked up): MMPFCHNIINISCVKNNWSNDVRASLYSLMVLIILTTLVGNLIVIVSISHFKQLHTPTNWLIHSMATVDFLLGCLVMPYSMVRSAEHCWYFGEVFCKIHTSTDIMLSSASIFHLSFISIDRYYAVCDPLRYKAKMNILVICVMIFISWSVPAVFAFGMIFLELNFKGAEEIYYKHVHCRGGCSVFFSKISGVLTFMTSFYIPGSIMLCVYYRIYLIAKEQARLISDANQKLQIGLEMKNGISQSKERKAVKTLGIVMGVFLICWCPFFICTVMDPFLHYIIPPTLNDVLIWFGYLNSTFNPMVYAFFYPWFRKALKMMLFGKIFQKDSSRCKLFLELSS
#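 Test system – hTAAR1-expressing CHO RD-HGA16 cells, Gα16-coupled · Also added – β-PEA at EC80 concentration, post-compound challenge · Compound – 3 µM, single point · Incubation – dye loading 75 min at 37 °C, then 30 min room temperature · Measured by – Fluo-8 intracellular calcium dye fluorescence, real-time kinetic reads · Benchmarks – vehicle and agonist controls · Replicates – singlicate, one well per test compound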
# OXTR potentiate: potentiates the human oxytocin receptor response. hit rate 0.061% among 320,000. CHO-OTR cells, Fluo-8 calcium fluorescence, potentiator mode; 0% = oxytocin EC15, 100% = EC100. AID 2445. activation, % at 3 µM. P30559;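 active means activation above that plate's cutoff, the mean activation of tested compounds plus 3 SD, cut at about 6.6% in these data, passing the limit was not always enough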;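 further: 100% uses oxytocin at 75 nM as the full agonist control; some results filed as inactive read as strong as hits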
# Target sequence (P30559 whole entry, looked up): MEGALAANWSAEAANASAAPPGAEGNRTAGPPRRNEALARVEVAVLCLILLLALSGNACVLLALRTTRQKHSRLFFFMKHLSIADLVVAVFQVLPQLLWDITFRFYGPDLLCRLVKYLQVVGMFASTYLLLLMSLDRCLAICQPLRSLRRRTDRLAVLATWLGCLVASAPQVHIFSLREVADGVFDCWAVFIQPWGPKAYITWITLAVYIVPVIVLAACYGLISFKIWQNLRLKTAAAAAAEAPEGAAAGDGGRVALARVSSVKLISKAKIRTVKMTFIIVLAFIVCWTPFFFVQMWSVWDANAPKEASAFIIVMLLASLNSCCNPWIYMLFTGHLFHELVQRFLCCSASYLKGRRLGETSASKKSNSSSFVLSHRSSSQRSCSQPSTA
#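 System: human OTR in CHO cells / Also added: sub-maximal oxytocin, roughly EC15 / Control set: EC15 oxytocin low, 75 nM oxytocin high / Schedule: 6 min compound pre-incubation at room temperature, 100 s kinetic read / Compound: single-point 3.0 µM / Replication: singlicate / Technique: Fluo-8 calcium dye fluorescence / Read-out basis: % activation of max/min ratio relative to oxytocin controls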
# CHO-K1 Ca ag: nonselective activator or artifact in parental CHO-K1 cells; Fluo-8 calcium fluorescence; scaled to maximal ATP response, vehicle zero; activation, % at 3 µM; hit rate 0.48% among 360,000; in the data active means activation above about 15%;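 further: untransfected CHO-K1 host cells lacking M1 receptor as counterscreen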
# TAAR1 ag: agonists of human TAAR1. Q96RJ0. CHO RD-HGA16 TAAR1, Fluo-8 calcium fluorescence; vehicle wells 0%, saturating PEA agonist 100%. activation, % at 3 µM. hit rate 0.99% among 360,000. AID 624467;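 active means activation above the mean activation of all test compounds in the run plus 3 SD, cut at about 38% in these data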
#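 Signal – calcium-sensitive Fluo-8 signal, excitation 470-495, emission 515-575 nm · System – RD-HGA16 (CHO) cells co-expressing Gα16 and hTAAR1 · Incubation – 17-24 h seeding, 75 min 37 °C dye, 30 min RT · Compound dosing – 3 µM single concentration · Repeats – no replicates (n 1)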
# * = called active by the depositor; nt = no result given.
SMILES,CHO-K1 Ca PAM,CHO parental Ca,CHO-K1 Ca antag,V1aR counter,CHRM1 agonist,TAAR1 antag,OXTR potentiate,CHO-K1 Ca ag,TAAR1 ag
CC(C)(C)C1CCc2sc(C(=O)NNC(=O)CCl)cc2C1 (configuration not stated),7,nt,-13,nt,-4,9,nt,0.6,-2
O=C(Nc1ccccc1Sc1ccccc1)c1ccccc1,-4,-35,4,-0.5,-1,17,-6,-0.4,-2
Cc1ccc(-c2csc(N(CCO)CCCn3c(C(F)(F)F)nc4ccccc43)n2)cc1,17,35,-18,-0.4,-7,31,-12,0.6,4
CC(=O)NC(CC(=O)OCC(=O)Nc1cc(S(=O)(=O)N2CCCCC2)ccc1C)c1ccccc1 (configuration not stated),-15,-19,-4,0.5,1,-4,-7,-0.3,-1
Cc1cc(C)nc(N/N=C/c2cn[nH]c2-c2ccccc2)n1,14,-4,-5,0.3,-2,-25,0,5.5,6
O=c1oc2ccccc2cc1-c1cn2cccnc2n1,9,-4,0,0.3,-4,-19,0,0.1,6
[O-][N+](=Cc1ccccc1)CC1(O)CCCCC1,12,nt,-7,nt,-1,-12,nt,0.5,1
CC1CCC2C(=O)N(c3ccc(S(=O)(=O)c4ccccc4)cc3)C(=O)C2C1 (configuration not stated),25,-17,-14,7.2,-2,-3,-15,5.6,6
CC(C)(C)Nc1nc(NN)nc(NC(C)(C)C)n1,20,-2,0,-0.9,-5,-6,-8,2.3,4
COC(=O)c1ccccc1NS(=O)(=O)c1ccc(NC(C)=O)cc1,20,-10,-8,6.7,-3,9,-19,3.2,8
O=C(Cc1ccc(-n2c(=O)c3sccc3n(CC(=O)Nc3ccccc3F)c2=O)cc1)NCc1ccco1,11,0,-17,0.0,-4,-5,-7,0.5,-1
CCc1ccccc1NC1Nc2cc(C)nn2S1 (configuration not stated),-2,4,0,4.4,-3,-13,-20,1.7,2
CCCCC(=O)Nc1ccc2c(c1)nc(CCNC(=O)c1ccco1)n2C,8,-15,1,0.4,-1,-13,-3,1.1,6
CC(O)CNC12CC3CC(CC(C3)C1)C2 (configuration not stated),9,4,-16,-0.1,-5,14,-5,0.0,16
COc1ccccc1NC(=O)N(Cc1ccco1)Cc1cc2cc(C)cc(C)c2[nH]c1=O,16,-22,4,-0.8,-4,25,0,2.1,1
Cc1ccsc1C(=O)N1CCC(CO)(Cc2ccccc2)CC1,12,-1,-3,1.4,1,-4,-3,1.9,10
CCOc1cc(/C=C/c2ccc3cccc([N+](=O)[O-])c3n2)ccc1OCC(=O)N(C)C,13,-20,-14,-0.5,-4,27,4,3.4,9
O=C(N[C@@H](c1ccccc1)[C@@H]1C[C@H]1C(=O)O)OCc1ccccc1,-6,-4,-7,0.8,-5,18,-5,0.1,6
O=c1cc(-c2ccc(O)cc2)oc2c([C@@H]3O[C@H](CO)[C@@H](O)[C@H](O)[C@H]3O)c(O)c([C@@H]3O[C@H](CO)[C@@H](O)[C@H](O)[C@H]3O)c(O)c12,14,-5,-15,-0.3,-1,4,-10,0.5,2
O=C(CNCc1ccco1)Nc1ccc(Oc2ccccc2)cc1,9,-2,4,-0.4,-13,11,-12,0.2,10
CCOC1=C2[C@@H](CN(S(=O)(=O)c3ccc(C)cc3)[C@H]2c2ccccc2F)[C@H]2C(=O)N(CC)C(=O)[C@H]2C1,-4,nt,5,nt,-6,-11,nt,0.5,-1
Cc1ccc(C)c(CSC2=NCCN2C(=O)c2cccs2)c1,17,0,-9,-0.8,-3,-41,-10,2.4,6
NS(=O)(=O)c1ccc(CCNc2ccn3nc(-c4cccc(C(F)(F)F)c4)cc3n2)cc1,8,nt,2,nt,4,61*,nt,5.3,22
Cc1ccccc1NC(=O)N1CCNC(=O)C1CC(=O)Nc1cc(Cl)ccc1Cl (configuration not stated),-5,-5,-4,1.1,0,-7,-7,0.2,3
COc1ccc(CCNC(=O)Cn2nnc(C(=O)Nc3ccc(Br)cc3)c2N)cc1OC,2,-13,4,3.6,0,-26,-6,2.8,-2
N#C/C(=C/c1cccnc1)c1ccccc1,7,-21,-6,-0.5,-5,-21,-11,0.2,1
CC(=O)c1ccc(NC(=S)NCc2cccnc2)cc1,22,-3,-19,0.3,-4,2,-2,3.5,7
CNC(=O)Cn1c(C)cc(=O)c2cccc(OC)c21,-6,-1,11,0.2,-4,-10,0,-0.2,5
COc1ccc(OC)c(S(=O)(=O)N2CCC(C(=O)Nc3ccccc3)CC2)c1,19,-9,-9,1.6,0,19,-7,4.1,9
COc1ccc(C(=O)Nc2nnc(C3=COCCO3)o2)cc1,7,-4,-2,1.6,-3,-19,-4,0.1,1
CNc1nc(C)cc(C)c1S(=O)(=O)c1ccc(Cl)cc1,-5,-17,-8,-1.5,-5,-6,-6,-0.2,6
CC(=O)c1cccn1S(=O)(=O)c1ccccc1,19,-5,-9,0.5,-6,-5,2,0.6,1
COc1ccc(C2N=C(N)N=C(N)N2c2ccccc2)cc1OC (configuration not stated),6,-6,-15,0.5,-8,-17,-5,-0.1,12
CN(C)CCN1C(=O)C(=O)/C(=C(/O)c2ccc(F)cc2)C1c1ccccc1 (configuration not stated),8,1,-12,0.0,-2,-2,-8,0.2,2
O=C(NC(=O)N1CCCCCC1)c1ccc(Cl)cc1,1,-5,-2,0.8,-2,-18,-7,0.8,5
CCc1nnc(NC(=O)CSc2nnc(CNc3cccc(C)c3)n2-c2ccccc2)s1,12,-21,-7,0.8,1,-6,-10,0.7,1

# Single records (already shown). Order of values: CHO-K1 Ca PAM | CHO parental Ca | CHO-K1 Ca antag | V1aR counter | CHRM1 agonist | TAAR1 antag | OXTR potentiate | CHO-K1 Ca ag | TAAR1 ag
# COc1ccc(CCNC(=O)Cn2nnc(C(=O)Nc3ccc(Br)cc3)c2N)cc1OC in the list: 2 | -13 | 4 | 3.6 | 0 | -26 | -6 | 2.8 | -2
# COc1ccc(C2N=C(N)N=C(N)N2c2ccccc2)cc1OC (configuration not stated) in the list: 6 | -6 | -15 | 0.5 | -8 | -17 | -5 | -0.1 | 12
# COc1ccc(C(=O)Nc2nnc(C3=COCCO3)o2)cc1 in the list: 7 | -4 | -2 | 1.6 | -3 | -19 | -4 | 0.1 | 1

# Next part:
SMILES,CHO-K1 Ca PAM,CHO parental Ca,CHO-K1 Ca antag,V1aR counter,CHRM1 agonist,TAAR1 antag,OXTR potentiate,CHO-K1 Ca ag,TAAR1 ag
O=C(NC(=S)NNC(=O)c1cnccn1)c1ccc(F)cc1,20,-9,-19,0.0,-4,1,-4,0.9,1
Cc1cc(C)cc(NC(=O)C(NCCN2CCOCC2)c2ccccc2)c1 (configuration not stated),4,3,1,0.2,-8,-4,-13,0.2,6
COC(=O)C1=C(N)OC2=C(C(=O)CC(C)(C)C2)C1c1cc2c(cc1Cl)OCO2 (configuration not stated),10,-14,-1,-0.6,-7,-8,-1,0.7,6
COc1ccc(-c2nc3ccc(C)cn3c2Cc2ccccc2)cc1OC,-1,nt,-16,nt,-3,-35,nt,1.1,7
CCCCOC(=O)C1=C(C)NC2=C(C(=O)CCC2)C1c1cc(OC)ccc1OC (configuration not stated),-2,-27,5,1.0,-1,0,-18,0.2,15
O=C(NCC(=O)N1CCN(C(=O)c2ccco2)CC1)c1ccc(Cl)cc1,18,1,-11,-0.3,1,-19,-5,2.2,0
Cc1[nH]n(C)c(=O)c1C(=O)c1c(-c2c(Cl)cccc2Cl)noc1C,11,-25,-9,-0.7,-7,-8,-4,0.5,-1
Cc1cccc(NC(=O)C(C)C(=O)c2ccccc2)c1 (configuration not stated),7,nt,-3,nt,-4,-6,nt,0.9,8
COC(=O)c1sc(NC(=O)c2cc(-c3ccccc3)nc3ccccc23)c(C#N)c1C,13,-8,-5,11,5,35,-23,9.5,11
Cc1cc2c(NCc3ccccc3)ncnc2s1,-7,32*,16,11,1,-10,-24,9.6,3
CN(CC(=O)Nc1ccc(F)cc1)C(=O)c1cc2c(s1)CCCCC2,-7,-15,7,1.7,-1,-10,0,0.7,1
COc1ccc(OC)c(NC(=O)c2cc3n(n2)C(C(F)(F)F)CC(c2ccc4c(c2)OCO4)N3)c1 (configuration not stated),26,-7,-14,-0.3,-5,3,-4,0.9,2
COC(=O)CN(c1cccc(C(C)=O)c1)S(C)(=O)=O,-12,4,19,0.2,0,-13,-6,-0.2,17
Cc1cc(C(=O)NNC(=O)CN2C(=O)NC3(CCCCC3)C2=O)c(C)o1,5,-1,-13,0.1,-1,-14,-2,0.4,1
O=C(NCCS(=O)(=O)N1CCN(c2ccccc2F)CC1)c1ccc(Cl)cc1,2,-20,6,0.1,-3,0,1,1.5,-2
COc1ccc(NC(=O)CCSc2nc(C)cs2)cc1,20,-9,-11,-0.6,-5,-15,-6,0.2,3
OC[C@@H]1CN(CCc2ccccc2)C[C@H](n2cnc3c(N4CCOCC4)ncnc32)O1,-13,nt,9,nt,-3,9,nt,0.0,61*
O=C(O)CCCC(=O)N1CCN(c2cccc(Cl)c2)CC1,20,-11,-9,0.8,-2,3,-5,0.8,11
CC(C)CC(NC(=O)c1ccc(Cl)cc1Cl)C(=O)O (configuration not stated),11,5,3,1.0,1,-6,-11,0.1,3
CC(C)(C)OC(=O)NCCCCCNC(=O)c1[nH]cnc1C(=O)Nc1ccccc1,-1,-15,-12,-1.2,-4,57*,-2,2.2,13
CC(C[N+](C)(C)C)OC(N)=O (configuration not stated),-1,2,-4,0.3,88*,-21,3,-0.1,2
CC(C)NC(=O)c1cc(C2CCCCN2S(=O)(=O)c2ccc(C#N)cc2)on1 (configuration not stated),7,nt,0,nt,-8,-13,nt,0.8,4
Cc1cc(/C=C2/NC(=O)N(Cc3ccccc3F)C2=O)c(C)n1C(C)C,14,-21,-7,1.7,-8,1,-13,0.5,1
c1ccc2c3c([nH]c2c1)-c1[nH]ncc1CC3,3,13,11,7.1,-6,4,-11,2.6,4
CCn1c2ccccc2c2cc(/C(C)=N/O)ccc21,23,1,-18,-0.9,-5,-20,1,0.5,-2
Cc1csc2nc3ccccc3c(=O)n12,22,-15,0,0.3,-6,9,-11,1.0,10
O=C(CSc1ccc(Cl)cc1)Nc1nnc(-c2ccco2)o1,15,-10,-1,-0.7,1,-7,5,1.2,1
COC(=O)Cn1c2ccccc2c2nc(C)sc21,10,-7,-6,1.7,-3,4,-1,0.1,3
COc1cc(S(=O)(=O)NCc2ccncc2)c(OC)cc1C,-6,-7,-10,4.6,-4,7,-4,4.3,2
COC(=O)NC(NC(=S)Nc1ccc([N+](=O)[O-])cc1)C(Cl)(Cl)Cl (configuration not stated),-6,16,6,12,7,2,-7,4.0,16
